# From PubChem BioAssay
# FUS suppressor = rescues growth of FUS-expressing yeast; AID 1347120; hit rate 0.24% among 390,000; S. cerevisiae FUS-expressing, growth rescue, OD600, 24 h; Potency, µM (series often up to 76.6 µM), for inactives: at the top dose growth rescue (activation), actives largely listed as activators;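 also: potency is read from the fitted curve at half-maximal effect; plate controls were DMSO vehicle for no effect and reference control for full effect; nearly all actives have a fitted effect of over 55% in size; some results filed as inactive show a strong effect at the top dose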
#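 Restored growth of FUS-toxic S. cerevisiae, read as 600 nm absorbance after 24 h at 30C in galactose medium (starting OD 0.005). Controls CP55940 and DMSO.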
# DRD3 antagonist = antagonists of human D3 dopamine receptor; AID 652054; hit rate 2.5% among 360,000; max response, negative = inhibition, %; D3R cells, DiscoveRx beta-arrestin luminescence, antagonist mode; active compounds read low; P35462; in the data active = max response below about -50%; inconclusive = no clear call, values can overlap the other calls; also: % is scaled to controls: 0 for no effect and ±100 for the full control effect; mostly tested at two doses, the higher about 12 µM
#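 Cells plated overnight at 1500 cells/well, then exposed to library compounds with dopamine controls for 90 minutes at 37 degrees C. DiscoveRx reagent added for 30–60 minutes at room temperature; luminescence read, quantitative HTS format.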
# PTHR1 ag = agonists of human PTHR1 parathyroid hormone receptor; Q03431; HEK293 GP2 PTHR1 cells, GloSensor cAMP luminescence, 1 h; Potency, µM (top dose mostly 115 µM), inactives show top-dose activation, usual class: activators; hit rate 0.075% among 410,000; AID 743266; also: potency is read from the fitted curve at half-maximal effect; nearly all actives have a fitted effect of over 55% in size; some results filed as inactive show a strong effect at the top dose; inactives centre near -15; many of its hits are not listed in these tables
# Target sequence (Q03431 whole entry, looked up): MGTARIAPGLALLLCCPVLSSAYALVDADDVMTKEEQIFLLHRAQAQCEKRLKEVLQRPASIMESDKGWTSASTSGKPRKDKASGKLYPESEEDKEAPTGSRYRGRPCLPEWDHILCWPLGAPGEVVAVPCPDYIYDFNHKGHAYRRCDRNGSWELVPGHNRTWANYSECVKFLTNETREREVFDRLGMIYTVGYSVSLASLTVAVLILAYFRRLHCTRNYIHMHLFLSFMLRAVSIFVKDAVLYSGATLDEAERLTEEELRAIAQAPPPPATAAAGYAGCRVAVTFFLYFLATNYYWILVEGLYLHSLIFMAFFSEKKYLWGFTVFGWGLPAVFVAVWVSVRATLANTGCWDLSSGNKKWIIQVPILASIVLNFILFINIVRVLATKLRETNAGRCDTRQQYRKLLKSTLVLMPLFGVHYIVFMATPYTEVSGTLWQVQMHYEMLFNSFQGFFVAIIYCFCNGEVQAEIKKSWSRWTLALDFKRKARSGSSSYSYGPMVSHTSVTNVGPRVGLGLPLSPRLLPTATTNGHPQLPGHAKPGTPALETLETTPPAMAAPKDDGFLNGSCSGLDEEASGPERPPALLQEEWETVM
#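 HEK-293-derived GP2 cells expressing PTHR1 and a GloSensor cAMP reporter, 3,000/well, plated overnight, given luciferin plus IBMX (each 0.5 mM as added) for 1 h at 37 °C, then compound for 1 h at 37 °C. Luminescence was read after 15 min at room temperature.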
# aSyn yeast inh = inhibitors of alpha-synuclein toxicity in yeast; Potency, µM (doses to about 46.1 µM), for inactives: at the highest dose growth rescue (activation), hits mostly activators; Yeast expressing alpha-synuclein, growth rescue, BacTiter-Glo, 24 h; AID 652106; hit rate 0.14% among 370,000; also: potency is read from the fitted curve at half-maximal effect; % of control where 0% means no effect; nearly all actives have a fitted effect of over 65% in size
#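 Screening used galactose-induced yeast with toxic alpha-synuclein levels, exposed to compound for 24 hr at 30 deg C. Cell growth, read with BacTiter-Glo luminescence, gave the measured signal.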
# Abeta rescue = restores growth of yeast expressing A-beta42 peptide; yeast expressing A-beta42, growth rescue, OD600, 48 h; response scale: 0% DMSO, 100% iron-clioquinol control; Potency, µM (top dose mostly 46.1 µM), for inactives: at the top dose growth rescue, usual class: activators; hit rate 0.063% among 410,000; AID 1347071; also: potency is read from the fitted curve at half-maximal effect; nearly all actives have a fitted effect of over 55% in size
#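 Growth rescue measured by 600 nm absorbance after 48 h yeast culture at 30 C with compound. Values normalized between DMSO and an equimolar ferric chloride plus clioquinol control.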
# GLP1R inv ag = acts as inverse agonist at human GLP-1 receptor; hit rate 1.6% among 410,000; Potency, µM (titrated, usually from 38.3 µM), for inactives: top-dose activity change, negative = inhibition, most hits filed as inhibitors; P43220; AID 624417; HEK293 GLP-1R CRE-luciferase, luminescence, 24 h; GLP-1R form is constitutively active; also: potency is read from the fitted curve at half-maximal effect; % is scaled to controls: 0 for no effect and ±100 for the full control effect; nearly all actives have a fitted effect of over 55% in size
# Target sequence (P43220 whole entry, looked up): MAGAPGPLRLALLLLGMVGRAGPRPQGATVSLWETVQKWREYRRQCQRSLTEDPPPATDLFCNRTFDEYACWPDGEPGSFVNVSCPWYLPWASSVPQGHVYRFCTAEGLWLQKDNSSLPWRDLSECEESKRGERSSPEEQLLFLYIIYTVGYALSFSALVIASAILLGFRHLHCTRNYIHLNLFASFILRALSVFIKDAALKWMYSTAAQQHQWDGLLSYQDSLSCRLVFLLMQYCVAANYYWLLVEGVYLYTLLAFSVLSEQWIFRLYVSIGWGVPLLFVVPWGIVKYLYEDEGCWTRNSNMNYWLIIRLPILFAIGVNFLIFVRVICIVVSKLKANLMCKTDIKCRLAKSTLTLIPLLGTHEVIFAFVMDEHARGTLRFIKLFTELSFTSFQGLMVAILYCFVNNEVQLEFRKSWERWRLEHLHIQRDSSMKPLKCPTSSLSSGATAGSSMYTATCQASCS
#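 Luminescence readout: a drop in cAMP-driven luciferase signal flags inverse agonism at a constitutively active GLP-1R stably expressed in HEK293. Compound exposure lasted 24 hr at 37 deg C, 5% CO2.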
# TDP-43 yeast inh = rescues yeast growth from TDP-43 toxicity; Potency, µM (titrated, usually from 46.1 µM), for inactives: at the top dose growth rescue (activation), usual class: activators; hit rate 1.8% among 410,000; TDP-43 expressing yeast growth rescue, BacTiter-Glo, 24 h; also: potency is read from the fitted curve at half-maximal effect; % of control where 0% means no effect; nearly all actives have a fitted effect of over 50% in size
#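 Growth rescue of TDP-43-toxic yeast measured as ATP luminescence (BacTiter-Glo). Cells grown to mid-log in raffinose, induced in galactose at OD600=0.02, exposed to compound 24 hr at 30 deg C.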
# pAkt inh = inhibitors of Akt phosphorylation. Neuro2A IGF-stimulated pAkt S473 HTRF, 20 min; active compounds read low. activity change, % for hits at 50 µM. hit rate 0.32% among 360,000; in the data active = activity change below about -80%; inconclusive = mostly about -51% to -80%; also: % is scaled to controls: 0 for no effect and ±100 for the full control effect
#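 Neuro2A cells in DMEM with 0.5% FBS, overnight at 37 deg C, given compound at single 50 µM final, then IGF (6 nM final) for 20 min at 37 deg C. Lysed; phospho-Akt Ser473 by HTRF after 24 h, 665/615 ratio.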
# GLP1R ag = activates the human GLP-1 receptor; P43220; HEK293 GLP-1R CRE-luciferase, luminescence, 4-6 h; cells express a hypersensitive GLP-1R form; Potency, µM (series often up to 45.6 µM), for inactives: top-dose activation, actives largely listed as activators; hit rate 0.007% among 380,000; AID 624172; also: potency is read from the fitted curve at half-maximal effect; % of control where 0% means no effect
# Active calls of the source: *; i = inactive; u = inconclusive; x = no result given; & = joins results of further samples; [ ] = another dose, or the depositor's remark. Unless noted, calls follow the shape of the dose curve; as a rule, active = well fitted curve in the direction sought with a large enough effect; inconclusive = small, poorly fitted or top-dose-only effect, or another doubt; inactive = no such curve, though single readings can be large; an effect the other way counts as inactive or inconclusive. Some of the compounds tested, so the mix of outcomes need not match the whole.
1	COc1ccc(N(Cc2cc3cc(OC)ccc3[nH]c2=O)C(=O)C2CCCO2)cc1 (stereo unspecified)
2	O=C(CN1C(=O)NC2(CCc3ccccc3C2)C1=O)Nc1ccc(Cl)cc1F (stereo unspecified)
3	CC(C)C(NC(=O)c1ccc(C(C)(C)C)cc1)C(=O)Nc1ccc(N2CCOCC2)cc1 (stereo unspecified)
4	COc1ccccc1N1CCN(Cc2ccc(OC)c3ccccc23)CC1
5	C[C@@H]1CN([C@H](C)CO)C(=O)CCCn2nncc2CO[C@H]1CN(C)C(=O)OCc1ccccc1
6	CC(C)(C)NC(=O)C(c1ccco1)N(Cc1ccc2c(c1)OCO2)C(=O)Cn1nnc2ccccc21 (stereo unspecified)
7	O=C(CNc1ccc(Br)cc1)c1ccc(O)cc1
8	CONC(=O)C1CCN(C(=O)OCc2ccccc2)CC1

Screen / compound no.,1,2,3,4,5,6,7,8
aSyn yeast inh,-1%,0%,3%,1%,-2%,24%,-27%,-1%
DRD3 antagonist,15,-2,-10,-68*,0,5,-9,u
GLP1R inv ag,3%,-29%,u,1%,17%,3%,-18%,31%[activator]
FUS suppressor,-1%,-5%,u,18%,-9%,16%,22%,-9%
GLP1R ag,16%,8%,1%,6%,3%,-1%,-3%,1%
Abeta rescue,22%,16%,13%,16%,1%,-20%,-19%,7%
PTHR1 ag,0%,-23%,-29%,i,-11%,i,i,-9%
pAkt inh,i,i,i,i,i,u,i,i
TDP-43 yeast inh,u,3%,16%,-4%,6%,-11%,10µM*,19%

# Laid out differently: results already given
# Each structure is followed by: aSyn yeast inh, DRD3 antagonist, GLP1R inv ag, FUS suppressor, GLP1R ag, Abeta rescue, PTHR1 ag, pAkt inh, TDP-43 yeast inh
1. COc1ccc(N(Cc2cc3cc(OC)ccc3[nH]c2=O)C(=O)C2CCCO2)cc1 (stereo unspecified)
→ -1%, 15, 3%, -1%, 16%, 22%, 0%, i, u
2. O=C(CN1C(=O)NC2(CCc3ccccc3C2)C1=O)Nc1ccc(Cl)cc1F (stereo unspecified)
→ 0%, -2, -29%, -5%, 8%, 16%, -23%, i, 3%
3. CC(C)C(NC(=O)c1ccc(C(C)(C)C)cc1)C(=O)Nc1ccc(N2CCOCC2)cc1 (stereo unspecified)
→ 3%, -10, u, u, 1%, 13%, -29%, i, 16%
4. COc1ccccc1N1CCN(Cc2ccc(OC)c3ccccc23)CC1
→ 1%, -68*, 1%, 18%, 6%, 16%, i, i, -4%

# Continued.
9	COc1cc(CN(C(=S)NCC(=O)NC2CCCC2)C2CCCC2)cc(OC)c1OC
10	Cc1ccc(C)c(CSc2nc3ccncc3n2Cc2nc(-c3ccccc3Cl)oc2C)c1
11	COCCNc1ccc(-c2nc(-c3ccco3)no2)cc1[N+](=O)[O-]
12	CSc1nc(C)cc(Oc2ccc(OCC(N)=O)nn2)n1
13	CCc1nnc(NC(=O)C2CCN(c3ncnc4sc(C)c(C)c34)CC2)s1
14	CN1C(=O)C(C)(C)c2cc(S(=O)(=O)NCC3CCC(C(=O)NC4CCCCC4)CC3)ccc21 (stereo unspecified)
15	CC(=O)c1ccc(N2CCN(C(=O)C3CCN(C(=O)Nc4ccccc4)CC3)CC2)cc1
16	CS(=O)(=O)N(CC(=O)NCc1ccccc1)C1CCCCC1

Screen / compound no.,9,10,11,12,13,14,15,16
aSyn yeast inh,10%,x,x,3%,5%[1.84 µM],-1%,-5%,2%
DRD3 antagonist,-15,x,x,-20,8,27,14,10
GLP1R inv ag,16%,u,27%,2%[7.66 µM],-5%,44%[activator],8%,-1%
FUS suppressor,x,22%,-2%,7%,0%,13%,8%,11%
GLP1R ag,12%,x,x,0%,-2%,-4%,6%,7%
Abeta rescue,3%,-18%,-5%,0%,4%,14%,-5%,3%
PTHR1 ag,i,-12%,-17%,i,i,-1%,-26%,i
pAkt inh,i,x,x,i,i,i,i,i
TDP-43 yeast inh,-7%,6%,16%,4%,12%,8%,5%,-3%

17	CCOc1ccc(CC(=O)Nc2sc(Cc3ccccc3)c(C)c2C(N)=O)cc1OCC
18	CN1CC2=Cc3ccccc3OC23Oc2ccccc2C=C3C1
19	O=c1[nH]cc(S(=O)(=O)N2CCN(c3ccccc3F)CC2)c(=O)[nH]1
20	Cc1nnc(SCCCCSc2nnc(C)c(=O)[nH]2)[nH]c1=O
21	COc1ccc(N2CCN(/C(=N\S(=O)(=O)c3ccccc3)Nc3nc(C)cc(C)n3)CC2)cc1
22	Cc1cc2oc3c(c(=O)c2cc1C)C(c1ccc(C(C)C)cc1)N(CCCN1CCOCC1)C3=O (stereo unspecified)
23	Nc1ccc2nc(-c3ccccc3)cnc2c1
24	CCOc1ccc(NC(=O)CN(C)C(=O)/C=C/c2ccc(S(=O)(=O)N3CCCCCC3)cc2)cc1OCC

Screen / compound no.,17,18,19,20,21,22,23,24
aSyn yeast inh,-15%,-7%,4%,1%,-2%,-1%,1%,-1%
DRD3 antagonist,0,-8,4,0,-19,-18,9,0
GLP1R inv ag,4%,u,-2%,-1%,1%,u,40%[activator],-25%
FUS suppressor,14µM*,-2%,-22%,11%,16%,25%,3%,10%
GLP1R ag,0%,-27%,2%,1%,5%,2%,9%,-3%
Abeta rescue,-3%,21%,-7%,12%,7%,5%,-7%,0%
PTHR1 ag,i,-13%,-17%,-26%,i,-3%,-36%[inhibitor],i
pAkt inh,i,i,i,i,i,i,i,i
TDP-43 yeast inh,9%,6%,8%,-10%,25%,-10%,26%,-15%

25	CCn1c(CNC(=O)c2ccc(OC)cc2)nnc1SCC(=O)Nc1cccc(C)c1C
26	Cc1cc(C)c2cc(CN(CCO)C(=O)Nc3ccc(Cl)cc3)c(=O)[nH]c2c1
27	COc1ccccc1CNS(=O)(=O)c1ccc2c(c1)CC(=O)N2C
28	COC(=O)c1ccc(/C=N/Nc2nc(C)c(C)s2)cc1
29	Cc1c(C(=O)NCc2cccnc2)oc2ccc(S(=O)(=O)N3CCCC(C)C3)cc12 (stereo unspecified)
30	COc1ccc(C2CC(c3ccccc3C)n3nc(N)nc3N2)cc1 (stereo unspecified)
31	Cn1cc(S(=O)(=O)c2ccccc2)c(=O)c2cc(F)c(N3CCCCC3)cc21
32	CCN(CC)S(=O)(=O)c1ccc(Oc2cccc(C(C)=O)c2)nc1

Screen / compound no.,25,26,27,28,29,30,31,32
aSyn yeast inh,x,-5%,5%,-11%,14%,3%,x,-1%
DRD3 antagonist,x,8,13,-13,23,0,x,-17
GLP1R inv ag,10%,u,8%&6%,3%,-43%,1%,3%,8%
FUS suppressor,-4%,0%,u,37%,3%,7%,-4%,9%
GLP1R ag,-1%,-17%,-3%,5%,-5%,-4%,x,5%
Abeta rescue,-8%,15%,7%&-2%,12%,24%,14%,6%,2%
PTHR1 ag,-46%[inhibitor],-21%[57.5 µM],-13%&-10%,i,-17%,i,i,-26%
pAkt inh,x,x,i,i,i,i,x,i
TDP-43 yeast inh,-8%,12%,8%&4%,22%,9%,12%,0%[9.22 µM],21%

33	COc1ccccc1N1CCN(C(=O)c2cc(-c3ccc(Cl)cc3)on2)CC1
34	Cc1c(C(=O)Nc2nc3ccccc3[nH]2)cccc1[N+](=O)[O-]
35	COC(=O)C1(Cc2cc(-c3cccnc3)no2)CCN(C(=O)OC(C)(C)C)CC1
36	COC(=O)CCC(=O)N(CCN(C(=O)CCC(=O)OC)c1ccccc1)c1ccccc1
37	CC(=O)Nc1ccc(OCC(O)Cn2nc(C)c(C)c2C)cc1 (stereo unspecified)
38	CCCS(=O)(=O)N1CCCC(C(=O)NCCc2ccc(OC)c(OC)c2)C1 (stereo unspecified)
39	NS(=O)(=O)c1ccc(CCn2c(=S)[nH]c3ccc(F)cc3c2=O)cc1
40	CCCCN(CC)CCNC(=O)c1cc2c(=O)[nH]c3ccccc3c2n1C

Screen / compound no.,33,34,35,36,37,38,39,40
aSyn yeast inh,-11%,3%,-14%,-1%,1%,-3%,0%,-5%&1%
DRD3 antagonist,-9,8,59,-1,-21,49,-4,-15
GLP1R inv ag,4%,-15%,4%,-6%,7%,2%,2%,-1%&2%
FUS suppressor,17%,x,24%,15%,11%,-3%,21%,-17%&-7%
GLP1R ag,7%,-7%,-2%,14%,2%,-7%,-6%,7%&7%
Abeta rescue,-11%,19%,-7%,7%,-9%,-9%,5%,5%&-15%
PTHR1 ag,i,i,-41%[inhibitor],i,i,i,-22%,-10%
pAkt inh,i,i,i,i,i,i,i,i
TDP-43 yeast inh,-15%,-11%,12%,-17%,7%,7%,3%,29%&-5%

41	Cc1ccc(C)c(S(=O)(=O)N2CCN(CC(=O)NC(=O)NCc3ccccc3)CC2)c1
42	O=C(CSc1ncn[nH]1)Nc1ncc(C(F)(F)F)cc1Cl
43	CN1CCN(C(=O)c2cc3c(c(-c4cccc(Br)c4)n2)[C@@H](CCO)N(S(=O)C(C)(C)C)C3)CC1 (stereo partly specified)
44	Cc1ccc(S(=O)(=O)/C=C2\OCc3ccccc32)cc1
45	CC1CCC(C(C)C)C(OCC(O)CN2CCN(Cc3ccccc3)CC2)C1 (stereo unspecified)
46	O=C(CCN1CCN(Cc2ccccc2)CC1)Nc1cccc(Br)c1
47	COc1cc(/C=C/C(=O)O)cc(S(=O)(=O)N(C)CCO)c1OC

Screen / compound no.,41,42,43,44,45,46,47
aSyn yeast inh,7%,9%,10%,13%,10%,-4%,0%
DRD3 antagonist,-8,5,-14,7,-22,u,0
GLP1R inv ag,u,0%,16%,26%,u,u,-4%
FUS suppressor,9%,21%,7%,-8%,0%,17%,x
GLP1R ag,1%,1%,-2%,x,-44%[inhibitor],1%,3%
Abeta rescue,10%,24%,-5%,6%,-7%[9.22 µM],3%,6%
PTHR1 ag,-12%,i,29%,i,-15%,0%,i
pAkt inh,u,i,i,i,i,i,i
TDP-43 yeast inh,19%,-4%,-8%,u,-11%,12%,-9%
